TAG inh – inhibitors of triacylglycerol accumulation; H9c2 cells, Nile Red lipid (TAG) fluorescence; cells loaded with 200 µM oleic acid; inhibition, % at 12.5 µM; 230,000 compounds, 0.66% hits;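 active = pattern-corrected inhibition of lipid staining of at least 50% with the nuclear-stain viability signal not falling by more than 50%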;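 note: 0% = DMSO wells and 100% = triacsin C control wells; some results filed as inactive read as strong as hits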
TAG inh DAPI viability – further read-out of TAG inh, marked with its call; DAPI nuclei signal change (viability), lower = more cytotoxic, %;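 whole-well DAPI fluorescence read on a plate reader as a viability signal; minus 50 percent equals half of cells still viable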
* = called active by the depositor. A portion of the library; the hit share may differ from the screen's.

SMILES	TAG inh	TAG inh DAPI viability
Cc1cc(C)c(CN2CCCC(CNC(=O)c3ccc(F)cc3)C2)c(-n2cccn2)c1 (stereo not drawn)	20.5	17.5
Cc1ccc(-c2noc(CCC(=O)N3CCN(c4cccc(C(F)(F)F)c4)CC3)n2)cc1	13.1	-4.9
CCCn1c(SCC(=O)NCc2ccccc2)n[nH]c1=O	-4.8	7.7
Cc1nn(C)c(C)c1/C=C(/C(=O)C(C)C)n1cncn1	2.3	-3.2
Cc1ccccc1N1CCN(C(=O)c2cccnc2)CC1	12.9	0.0
Cc1ccc(Cl)cc1N1CCN(C(=O)C2CCN(c3nnc(-n4cccc4)s3)CC2)CC1	26.1	-2.3
COc1ccccc1NS(=O)(=O)c1ccc(C)c(C(=O)NCC(c2ccco2)N2CCCCC2)c1 (stereo not drawn)	8.6	3.0
O=C1OC(c2ccc3c(c2)OCO3)N(C(=O)c2ccc(Cl)c(Cl)c2)c2ccccc21 (stereo not drawn)	11.3	-1.7
CCc1ccc(S(=O)(=O)Nc2ccc(Br)cn2)cc1	0.2	1.9
CCOC(=O)C1(CCOc2ccccc2)CCN(CCCn2cccn2)CC1	-14.2	17.1
CC1(C)CC(=O)C2=C(C1)NC(=O)NC2c1ccccc1Cl (stereo not drawn)	-3.5	-4.7
Cc1ccnc(SCC(=O)Nc2sccc2C#N)n1	-11.0	1.0
O=C(c1ccccc1)[C@@H]1[C@@H]2C(=O)N(c3ccc(F)cc3)C(=O)[C@@H]2C2CCCN21 (stereo partly drawn)	-13.5	9.2
CN1CCC(N(C)C(=S)NCCc2ccccc2)CC1	-1.2	-1.5
COc1ccc(NS(=O)(=O)c2ccc(Cl)c(NC(=O)c3cccnc3Cl)c2)cc1	-1.4	-4.6
COc1ccc(NS(=O)(=O)c2ccc(N3CCOCC3)c(N)c2)cc1	-46.8	-5.7
Cc1ccccc1C(=O)N1CCC(n2nccc2NC(=O)C2CC2)CC1	0.5	1.5
O=S(=O)(CCNCCc1ccccc1)NC1CCCCC1	-6.0	-10.4
CCN(CC)c1ccc(NC(=O)CN2C(=O)CSc3ncccc32)c(C)c1	-23.8	0.5
CCOC(=O)c1ccc(NC(=O)c2nc[nH]c2C(=O)N[C@@H](Cc2ccccc2)C(=O)OC(C)(C)C)cc1	-7.2	-11.9
NC(=O)CCN1CCN(C(=O)c2ccc3nc(Cc4cccc(Cl)c4)oc3c2)CC1	0.9	-1.3
CCc1ccccc1NC(=O)CN(C)C(=O)Cn1cc(C(F)(F)F)cc(Cl)c1=O	6.1	-11.6
O=C(NCCn1cc(SCC(=O)N2CCOCC2)c2ccccc21)c1c(F)cccc1F	18.7	-4.9
COc1ccc([C@@H]2[C@@H]3C(=O)N(C(C)(C)C)C(=O)[C@@H]3[C@]3(Cc4ccccc4)C(=O)N(c4ccccc4)C(=O)N23)cc1	1.2	0.2
O=C1CC(c2ccccc2)NC(=O)N1 (stereo not drawn)	2.7	-3.1
CC(OC(=O)c1cccc(S(=O)(=O)N2CCCCC2)c1)C(=O)NCC1CCCCC1 (stereo not drawn)	-18.2	-1.1
COc1ccc2c(c1)[nH]c1c(=O)n(/N=C/c3ccc(OC)c(CN4CCCC4)c3)cnc12	16.7	-4.7
CCCNC(=O)C1(C)CCCN(C(=O)c2ccc(F)cc2Cl)C1 (stereo not drawn)	2.0	-0.3
O=C(Nc1ncc(Cc2ccccc2)s1)C1=NCCN1	5.6	3.2
COC(=O)C[C@H]1C[C@@H]2c3cc(NS(=O)(=O)c4ccc(OC)cc4)ccc3O[C@@H]2[C@H](CO)O1	-6.2	-2.0
CC(CNC(=O)CN1C(=O)NC2(CCCCC2C)C1=O)c1ccccc1 (stereo not drawn)	-1.8	3.8
Nc1ccc(Cn2ccc3c4c(N)nc(N)nc4ccc32)cc1	-41.2	12.3
O=C1OCCC1=CN1CCCCC1	-6.4	2.8
C=CCSc1nnc(Cn2c(=O)sc3ccccc32)n1C	-8.9	-1.3
O=C(CCC1CCCN(C(=O)CCC(F)(F)F)C1)NCc1ccc(F)c(F)c1 (stereo not drawn)	5.0	-10.2
CCCCn1c(N)c(N(CCOC)C(=O)c2cccc(S(=O)(=O)N(C)c3ccc(C)cc3)c2)c(=O)[nH]c1=O	-10.8	2.7
CCc1cc(C(=O)NCC(c2ccco2)N2CCCCC2)sc1C (stereo not drawn)	-26.1	-1.0
CS(=O)(=O)c1ccc(Cl)c(NC(=O)COC(=O)CCN=C2NS(=O)(=O)c3ccccc32)c1	1.5	2.4
CC(OC(=O)c1ccc(Cl)nc1)C(=O)NC(C)(C)C (stereo not drawn)	5.7	-10.2
OCC1CCCN(c2ncnc3scc(-c4ccccc4)c23)C1 (stereo not drawn)	-10.6	5.1
O=C(NCc1ccccc1)c1csc2c1CCCCC2	-8.8	7.1
CCCCOc1cccc(/C=N/NC(=O)c2csc(C)c2C)c1	-3.8	2.9
CN(C)CCCNc1nc2cc(-c3ccc(F)cc3)sc2c(=O)n1C	23.6	-2.6
O=C(O)c1cn(C2CCCCC2)c2ccccc2c1=O	-0.2	-1.1
CCCOc1ccccc1NC(=O)c1ccc(N)cc1	34.7	-14.2
O=C(O)CNC(=O)C(CS)Cc1ccccc1 (stereo not drawn)	12.8	9.5
CC(CC(=O)Nc1ccc2c(c1)c(=O)n(C)n2Cc1ccc(Cl)cc1)C(F)(F)F (stereo not drawn)	4.8	17.2
CCN1CCc2c(OCc3ccccc3)cccc2C1=O	-2.7	-2.5
COc1cc(Cl)ccc1NC(=S)N(CCN(C)C)C(C)c1ccncc1 (stereo not drawn)	-0.7	4.4
C[C@]12CCC[C@H](O1)[C@H]([C@@H](O)c1ccccc1)O2	-8.3	-4.9

More entries
SMILES	TAG inh	TAG inh DAPI viability
O=c1cc(O)c(-c2ccccc2)c(Cl)[nH]1	9.2	-2.4
COc1ccc(Cl)cc1-c1cc(C(=O)Nc2ccc(C(C)(C)C)cc2)[nH]n1	31.3	-1.4
CCOC(=O)Nc1ccc2c(c1)N(C(=O)N1CCN(C)CC1)c1ccccc1CC2	-16.1	-10.5
COc1ccccc1C(=O)NCCC(=O)N1CCN(S(=O)(=O)c2cccc(Cl)c2)CC1	-26.4	-1.1
CCCCCn1c(N(C)Cc2ccccc2)nc2c1c(=O)[nH]c(=O)n2C	-11.6	1.3
O=[N+]([O-])c1cc(Br)c2nsnc2c1N1CCOCC1	-1.5	5.8
Cc1ccc(S(=O)(=O)NCCC(=O)NCCCSc2ccccc2)cc1	12.6	-12.2
Cc1cc(Oc2ccccc2)nc(OCC#N)n1	-3.6	-9.1
CCCCNC(=S)NNC(=O)c1c(C)nc2ccccn12	6.7	1.7
COC(c1ccccc1)c1nnc(CCC(=O)N2CCN(CCOc3ccccc3)CC2)o1 (stereo not drawn)	-3.2	-6.6

Arranged by SMILES length (smallest number first): some entries from above.
SMILES	TAG inh	TAG inh DAPI viability
Cc1cc(Oc2ccccc2)nc(OCC#N)n1	-3.6	-9.1
CCCOc1ccccc1NC(=O)c1ccc(N)cc1	34.7	-14.2
CCN1CCc2c(OCc3ccccc3)cccc2C1=O	-2.7	-2.5
O=c1cc(O)c(-c2ccccc2)c(Cl)[nH]1	9.2	-2.4
O=C(O)c1cn(C2CCCCC2)c2ccccc2c1=O	-0.2	-1.1
CCCCNC(=S)NNC(=O)c1c(C)nc2ccccn12	6.7	1.7
OCC1CCCN(c2ncnc3scc(-c4ccccc4)c23)C1 (stereo not drawn)	-10.6	5.1
O=[N+]([O-])c1cc(Br)c2nsnc2c1N1CCOCC1	-1.5	5.8
CN(C)CCCNc1nc2cc(-c3ccc(F)cc3)sc2c(=O)n1C	23.6	-2.6
COc1cc(Cl)ccc1NC(=S)N(CCN(C)C)C(C)c1ccncc1 (stereo not drawn)	-0.7	4.4
C[C@]12CCC[C@H](O1)[C@H]([C@@H](O)c1ccccc1)O2	-8.3	-4.9
O=C(CCC1CCCN(C(=O)CCC(F)(F)F)C1)NCc1ccc(F)c(F)c1 (stereo not drawn)	5.0	-10.2
CCOC(=O)Nc1ccc2c(c1)N(C(=O)N1CCN(C)CC1)c1ccccc1CC2	-16.1	-10.5
COc1ccc(Cl)cc1-c1cc(C(=O)Nc2ccc(C(C)(C)C)cc2)[nH]n1	31.3	-1.4
COc1ccccc1C(=O)NCCC(=O)N1CCN(S(=O)(=O)c2cccc(Cl)c2)CC1	-26.4	-1.1
CS(=O)(=O)c1ccc(Cl)c(NC(=O)COC(=O)CCN=C2NS(=O)(=O)c3ccccc32)c1	1.5	2.4
CCCCn1c(N)c(N(CCOC)C(=O)c2cccc(S(=O)(=O)N(C)c3ccc(C)cc3)c2)c(=O)[nH]c1=O	-10.8	2.7

Going on with the list.
SMILES	TAG inh	TAG inh DAPI viability
Cc1ccc(S(=O)(=O)N2CCOCC2)cc1C(=O)OC1CCOC1=O (stereo not drawn)	12.5	-1.4
Cc1ccc(S(=O)(=O)N2CCN(C(=O)COC(=O)CCOc3ccc(C(C)(C)C)cc3)CC2)cc1	-8.9	-1.4
Cc1sc(NC(=O)C2CC(Cl)=CCC2C(=O)O)c(C#N)c1C (stereo not drawn)	3.3	0.8
O=C(NCCCn1ccnc1)c1cc(C(=O)C2CCCCC2)c[nH]1	-2.8	-2.3
COc1ccc(OC)c(CN2CCN(C(=O)c3ccc(S(=O)(=O)Nc4ccccc4F)cc3)CC2)c1	-6.0	1.8
CCc1nc2c(OCCC3CCCCC3)cccn2c1N(C=O)Cc1ccc(OC)cc1	6.6	-9.2
O=C(COC(=O)c1ccc([N+](=O)[O-])o1)NCc1ccccc1	3.0	-13.4
CN1C(=O)CC(N2CCN(CC(N)=O)CC2)C1=O (stereo not drawn)	-13.9	7.0
O=C(Nc1ccon1)Nc1cccc(Cl)c1Cl	-1.9	4.0
COc1cc(CNCCc2c[nH]c3ccccc23)ccc1OCc1ccc(F)cc1	12.9	13.1
CCOC(=O)c1oc2ccc(/C=N/O)c(Cl)c2c1C	-5.9	1.6
N/C(Cc1cccc2ccccc12)=N\O	5.0	4.6
CC(C)Cc1nnc(NC(=O)c2cc3c(s2)CCC3)s1	-2.6	0.5
CNC(=S)N1CCN=C1Nc1nc(C)cc(C)n1	8.6	-1.8
COc1ccc(OC)c(CN2CCN(C(=O)c3ccco3)CC2)c1	5.4	-3.8
COCc1nnc(NC(=O)CSc2ccc(C)cc2)s1	-1.2	-2.3
Cc1ccc(NC(=O)c2c([N+](=O)[O-])cnn2C)cc1C	4.3	-9.9
CCC(c1nnnn1Cc1ccc2c(c1)OCO2)N1CCN(c2ccc(OC)cc2)CC1 (stereo not drawn)	14.6	-9.8
CC(C)Sc1nc2c(c(=O)[nH]c(=O)n2C)n1CC(O)COc1ccccc1 (stereo not drawn)	-0.3	-3.6
CC(=O)c1c(COC(=O)c2ccccc2)nc2ccccc2[n+]1[O-]	-65.6	4.5

5 entries out of the list, arranged by length of the SMILES, lowest first:
SMILES	TAG inh	TAG inh DAPI viability
CN1C(=O)CC(N2CCN(CC(N)=O)CC2)C1=O (stereo not drawn)	-13.9	7.0
CC(C)Cc1nnc(NC(=O)c2cc3c(s2)CCC3)s1	-2.6	0.5
CCCNC(=O)C1(C)CCCN(C(=O)c2ccc(F)cc2Cl)C1 (stereo not drawn)	2.0	-0.3
Cc1ccccc1C(=O)N1CCC(n2nccc2NC(=O)C2CC2)CC1	0.5	1.5
Cc1ccc(Cl)cc1N1CCN(C(=O)C2CCN(c3nnc(-n4cccc4)s3)CC2)CC1	26.1	-2.3

Remaining list, next part.
SMILES	TAG inh	TAG inh DAPI viability
COc1ccc(CN2C[C@@H](CO)O[C@@H](n3cnc4c(N5CCCC5)ncnc43)C2)cc1	7.5	-15.6
O=C(COC(=O)C1CC1)Nc1ccc2[nH]c(=O)[nH]c2c1	-4.5	1.5
CCCCNC(=O)CCC(=O)N1CCN(C(c2ccccc2)c2ccccc2)CC1	3.0	-3.1
CN(Cc1cccc(Cl)c1)C(=O)C1CCN(C(=O)Nc2ccccc2)CC1	34.8	-6.4
O=S(=O)(NC1=NCCCCC1)c1ccc(Cl)cc1	4.0	-2.7
O=C(NNC(=O)c1ccc2ccccc2c1)c1ccc(Cl)c(Cl)c1	-14.7	7.1
O=C(Nc1cccnc1)c1ccc(Oc2ccccc2)cc1	9.1	-7.5
COC(=O)CN1C(=O)N/C(=C/c2cc(Cl)c(OC)c(OC)c2)C1=O	8.7	-4.5
CN1CCN(C(=O)c2cc(COc3ccc(F)cc3Cl)on2)CC1c1ccccc1 (stereo not drawn)	-3.0	7.9
Clc1ccc2oc(-c3ccccn3)nc2c1	-6.3	9.0
O=C(NC(=S)N1CCN(C2CCCCC2)CC1)c1ccccc1	-17.8	7.2
O=C(Nc1nc(-c2ccccn2)cs1)C1COc2ccccc2O1 (stereo not drawn)	14.6	-22.7
CCc1nc(SC)[nH]c(=O)c1C	8.4	-14.6
COc1ccc(N2C(=O)CC(Sc3n[nH]c(-c4ccccc4)n3)C2=O)cc1 (stereo not drawn)	8.9	-2.4
CC(=O)N1CCN(C(=O)CNC(=O)c2cccs2)CC1	16.0	-2.1
CCN(CC)CCSc1nc(O)c(Cc2ccccc2)c(=O)n1-c1ccccc1	0.6	-4.2

Source: PubChem (Sanford-Burnham Center for Chemical Genomics)
